Bioassay records as filed in PubChem BioAssay.
Growth percent in the NCI-60 one-dose screen (48 h, 10 µM unless noted): 100 = growth as untreated, 0 = no growth, -100 = all killed.
COLO 205: COLO 205 colon cancer | hit rate 7.3% among 79,000
NCI-H322M: NCI-H322M lung cancer | hit rate 2.7% among 80,000 | AID 1794733
NCI-H460: NCI-H460 lung cancer; hit rate 6.8% among 82,000
HCT-116: HCT-116 colon cancer; hit rate 7.3% among 82,000; AID 1794798
NCI-H522: NCI-H522 lung cancer; hit rate 8% among 78,000; AID 1794739
NCI/ADR-RES: NCI/ADR-RES ovarian cells | AID 1794790 | hit rate 4.4% among 81,000
HT29: HT29 colon cancer. hit rate 7.4% among 81,000. AID 1794748
HCT-15: HCT-15 colon cancer. hit rate 5.2% among 82,000
NCI-H226: NCI-H226 lung cancer; hit rate 3.5% among 79,000
An asterisk follows results filed as active; nt = no result given; & = joins results of further samples. The calls were made as follows: active = growth percent below 10; inactive = the rest.

Short keys: A = COLO 205; B = NCI-H322M; C = NCI-H460; D = HCT-116; E = NCI-H522; F = NCI/ADR-RES; G = HT29; H = HCT-15; I = NCI-H226
1	COc1ccc2[nH]c(O)c(/C=c3/ccc4c(c3)N=C(c3ccc(F)cc3)N=4)c2c1
  A = 72.9	B = 49.4	C = 36.9	D = -22.6*	E = 81.0	F = 75.2	G = 84.5	H = 50.1	I = 85.4

2	CC(=O)OC1COC(NC(=O)N(CCCl)N=O)C(OC(C)=O)C1OC(C)=O (stereo not drawn)
  A = 100.8	B = 101.8	C = 118.6	D = 96.4	E = 92.2	F = 119.7	G = 108.2	H = 108.1	I = 105.1

3	COc1ccc(/C=C2/OC(=O)C(C(C)=O)=C2O)cc1
  A = 106.1	B = 113.4	C = 104.1	D = 98.8	E = 105.6	F = nt	G = 113.8	H = 96.9	I = 101.6

4	COc1cc(/C=C2\C(=O)Nc3c(Cl)ccc(Cl)c32)cc(OC)c1OC
  A = 114.8	B = 100.3	C = 103.5	D = 89.3	E = 100.7	F = 88.8	G = 109.4	H = 97.9	I = 94.1

5	NC(N)=N/N=C(\c1ccc(Br)cc1)C1CC1
  A = 109.0	B = 115.5	C = 95.8	D = 86.9	E = 97.9	F = 99.8	G = 107.6	H = 88.3	I = 88.0

6	COc1cc2ncnc(Nc3ccc(S(=O)(=O)Nc4nccs4)cc3)c2cc1OCCCN1CCCC1
  A = 113.2	B = 103.4	C = 107.5	D = 97.3	E = 94.1	F = 108.1	G = 106.6	H = 100.7	I = 104.6

7	O=C1c2cccc3cccc(c23)C(=O)N1CNc1ccc(Cl)cc1
  A = 106.9	B = 81.3	C = 100.8	D = 80.3	E = 81.7	F = 99.3	G = 85.5	H = 69.5	I = 95.3

8	C=CCn1c(SCC(=O)Nc2ccc(C(=O)/C=C/c3ccc(Cl)cc3)cc2)nnc1-c1cc(-c2ccc(OC)cc2)nc2ccccc12
  A = 104.1	B = 95.2	C = 110.1	D = 94.3	E = 97.0	F = 98.8	G = 107.9	H = 99.8	I = 96.2

9	CC/C(=N\N=C(/CC)c1ccc(Cl)cc1)c1ccc(Cl)cc1
  A = 96.3	B = 113.4	C = 103.4	D = 67.8	E = 80.1	F = 105.7	G = 78.0	H = 89.9	I = 116.0

10	O=C(CSc1nc2c(n1Nc1ccccc1)-c1ccccc1SC2)Nc1nccs1
  A = 121.2	B = 99.7	C = 99.4	D = 88.3	E = 95.2	F = 90.4	G = 102.1	H = 87.5	I = 93.6

11	O=[N+]([O-])c1nc2ccccc2[nH]1
  A = 106.4	B = 136.4	C = 106.0	D = 105.9	E = 96.1	F = 107.2	G = 112.0	H = 105.8	I = 112.6

12	O=C(CCl)NCCOc1ccc(Cl)cc1Cl
  A = 97.0	B = 93.2	C = 80.8	D = 65.8	E = 82.6	F = 78.2	G = 74.4	H = nt	I = nt

13	CC1OC(c2cccc([N+](=O)[O-])c2)OC1C (stereo not drawn)
  A = 124.7	B = 112.0	C = 107.1	D = 113.3	E = 115.8	F = 110.8	G = 120.5	H = 101.9	I = 95.9

14	CCCCCN(CCCCC)CCCCCCCCCCN1CCCc2ccccc21
  A = 75.2	B = 84.4	C = 99.4	D = 69.7	E = 68.5	F = 92.2	G = 58.8	H = 78.3	I = 96.8

15	Cc1noc(C)c1CN1CCN2C(=O)c3ccc(-c4ccccc4)cc3OCC[C@@H]3CC[C@H](O)[C@@H](CNC(=O)[C@@H]2C1)O3
  A = 119.1	B = 105.8	C = 113.7	D = 98.2	E = 91.3	F = 104.3	G = 96.1	H = 100.8	I = 97.6

16	O=C(N/N=C/c1ccc(Oc2ccccc2)cc1)c1cnn2c1NC(c1ccccc1)C2 (stereo not drawn)
  A = 51.6	B = 32.2	C = 1.2*	D = 32.2	E = 51.3	F = 68.7	G = 65.8	H = 33.9	I = 89.2

17	N#Cc1ccccc1NC(=O)c1cc2cc(Nc3nc(-c4ccccc4)nc4ccccc34)ccc2oc1=O
  A = 113.8	B = 101.1	C = 91.6	D = 106.9	E = 78.5	F = 96.0	G = 95.6	H = 102.4	I = 105.3

18	COc1ccccc1/C=N\N=C\c1ccccc1OC
  A = 118.3	B = 113.0	C = 113.8	D = 110.8	E = 91.8	F = 109.5	G = 100.0	H = 114.2	I = 93.1

19	COc1ccc(-n2cc3c(c2)-c2oncc2CC3)cc1
  A = 112.5	B = 79.1	C = 92.7	D = 89.2	E = 89.8	F = 85.2	G = nt	H = 89.4	I = 85.7

20	CCC(=O)Oc1cc(Cl)c(Cl)cc1Cl
  A = 112.6	B = 104.4	C = 104.0	D = 94.3	E = 99.8	F = 107.7	G = 102.7	H = 103.5	I = 97.7

21	CSc1nc(-c2cccc(C)c2)c2cc(-c3ccccc3)n(C)c2n1
  A = 18.7	B = 56.2	C = 10.8	D = 13.5	E = -11.8*	F = -19.6*	G = 9.1*	H = 15.3	I = 40.7

22	CC(C)(C)OC(=O)N1C(=O)c2c(c3c4cc(Br)ccc4[nH]c3c3ccc4ccccc4c23)C1=O
  A = 113.2	B = 98.6	C = 109.5	D = 99.6	E = 103.0	F = 98.7	G = 110.8	H = 83.1	I = 95.3

23	COc1cc(-c2nc(NC(C)=O)sc2-c2ccnc(NCCNS(=O)(=O)c3ccccc3)n2)ccc1Cl
  A = 2.5*	B = 79.1	C = 11.8	D = 12.2	E = 9.1*	F = 93.2	G = 4.0*	H = 31.7	I = 57.1

24	CC1CCN(Cc2cn(CC(=O)Nc3ccc4c(ccn4Cc4ccccc4)c3)nn2)CC1
  A = 96.8	B = 97.5	C = 102.2	D = 91.8	E = 93.2	F = 96.4	G = 69.4	H = 83.6	I = 83.9

25	CC(=O)Nc1ccc(NC(=O)c2ccc3noc(-c4ccccc4)c3c2)cc1
  A = 111.2	B = 91.3	C = 96.6	D = 93.7	E = 81.3	F = 93.5	G = 92.3	H = 94.4	I = 103.0

26	CCOC(=O)CC(C(=O)OCC)n1c(O)c(C=Nc2cccnc2)sc1=S (stereo not drawn)
  A = 110.5	B = 96.5	C = 113.4	D = 91.2	E = 84.5	F = 106.6	G = 96.5	H = 100.2	I = 110.1

27	CC(CCC(=O)O)(c1ccc(OC(=O)Nc2ccc(-c3ccccc3)cc2)cc1)c1ccc(OC(=O)Nc2ccc(-c3ccccc3)cc2)cc1
  A = 102.8	B = 83.9	C = 95.6	D = 85.7	E = 66.1	F = 84.0	G = nt	H = 93.2	I = 93.5

28	CN(C)CC1C(=O)O[C@H]2[C@H]1CC/C(COC(=O)c1cc3ccccc3[nH]1)=C\CC[C@@]1(C)O[C@@H]21 (stereo partly drawn)
  A = -63.9*	B = 86.7	C = 17.6	D = -83.3*	E = -91.2*	F = -30.8*	G = -75.7*	H = -57.9*	I = 23.8

29	CC(=O)n1nc(C(=O)OC(C)C(C)(C)C)c2ccccc21 (stereo not drawn)
  A = 91.0	B = 92.2	C = 103.0	D = 91.1	E = 82.2	F = 89.4	G = 99.1	H = 94.7	I = 89.6

30	CC(C)(C)c1nn(-c2ccccc2)c2c1CC1(CN2Cc2ccc(Cl)cc2)C(=O)c2ccccc2C1=O
  A = 117.2	B = nt	C = 90.7	D = 52.6	E = 80.3	F = 84.3	G = 65.1	H = 88.2	I = 81.9

31	Cc1cc(Cl)nc(Nc2ccccc2)n1
  A = 114.5	B = 92.0	C = 103.5	D = 93.1	E = 91.0	F = 100.3	G = 104.4	H = 97.4	I = 91.2

32	Cc1ccccc1C(C(=O)Cl)(c1ccccc1)c1ccccc1C
  A = 124.8	B = 107.2	C = 92.2	D = 80.3	E = 89.2	F = 80.4	G = 94.5	H = 86.5	I = 107.8

33	CCOC(=O)C(C(=O)c1ccccc1)C(c1ccccc1)c1nccc2ccccc12 (stereo not drawn)
  A = 100.5	B = nt	C = nt	D = 61.6	E = 65.9	F = 73.3	G = 56.4	H = 67.7	I = 68.8

34	Cc1ccc(-c2ccn(C3=C(c4cccs4)NC(=S)NC3C)c(=O)n2)o1 (stereo not drawn)
  A = 87.6	B = 98.8	C = 109.0	D = 71.9	E = 100.2	F = 99.7	G = 98.5	H = 97.2	I = 102.8

35	Cc1ccc(Cc2cnc(NC(=O)c3ccc4noc(-c5ccccc5)c4c3)s2)cc1
  A = 107.4	B = 88.5	C = 84.3	D = 86.7	E = 72.7	F = 92.5	G = 65.3	H = 88.6	I = 88.3

36	COc1ccc2c(c1)CC/C(=C\c1ccncc1)C2=O
  A = 97.3	B = 100.5	C = 96.4	D = 81.5	E = 56.8	F = 87.3	G = 82.5	H = 86.9	I = 86.9

37	[O-]/[N+](=C\c1ccccc1)c1ccccc1
  A = 84.5	B = 95.9	C = 114.4	D = 98.2	E = 107.5	F = 96.9	G = 99.7	H = 101.9	I = 99.7

38	O=C(Nc1ccc(S(=O)(=O)O)cc1)c1ccc([N+](=O)[O-])cc1
  A = 95.2	B = 120.3	C = 99.4	D = 104.0	E = 102.9	F = 106.8	G = 110.2	H = 107.1	I = 104.2

39	Cc1cccc(NC2CC(=O)N(c3cccc(Cl)c3Cl)C2=O)c1C (stereo not drawn)
  A = 127.8	B = 96.2	C = 107.3	D = 101.7	E = 96.3	F = 99.6	G = 106.0	H = 102.1	I = 91.3

40	O=C(CSc1nc2ccccc2c(=O)[nH]1)NNC(=O)c1ccccc1
  A = 127.1	B = 112.6	C = 106.9	D = 109.4	E = 99.2	F = 115.0	G = 112.6	H = 105.6	I = 106.5

41	S=C(NNc1ccc(-c2ccccc2)nn1)Nc1ccccc1
  A = 110.8	B = 96.8	C = 99.0	D = 92.7	E = 96.6	F = 101.7	G = 104.3	H = 101.6	I = 93.1

42	CN1CCN(c2ccc3c4c(cccc24)C(=O)N(N2C(=O)c4cccc5cccc(c45)C2=O)C3=O)CC1
  A = 106.6	B = 98.2	C = 98.3	D = 100.7	E = 100.6	F = 105.1	G = 105.0	H = 101.6	I = 102.2

43	COc1ccc(/C=C/C(=O)c2ccc(NC(=O)CSc3nnc(-c4ccc(-c5nc6ccc(C)cc6[nH]5)cc4)o3)cc2)cc1OC
  A = 116.6	B = 105.5	C = 110.6	D = 95.0	E = 90.7	F = 105.3	G = 104.4	H = 97.9	I = 103.4

44	CN(C)c1ccnc(NCCCSC(c2ccccc2)(c2ccccc2)c2ccccc2)c1
  A = -74.6*	B = 61.5	C = -19.2*	D = -82.3*	E = 41.1	F = 40.4	G = -51.8*	H = 10.7	I = 53.0

45	O=C(Cn1cc(CSc2nc3ccccc3o2)nn1)Nc1cccc(Cl)c1
  A = 110.1	B = 100.4	C = 107.5	D = 97.4	E = 93.1	F = 93.9	G = 113.9	H = 97.2	I = 102.3

46	COc1ccc(C(=O)Nc2nn(-c3ccccc3)nc2-c2ccccc2)cc1
  A = 120.9	B = 107.7	C = 101.6	D = 87.1	E = 85.4	F = 93.2	G = 102.6	H = 93.9	I = 98.4

47	OCc1ccccc1CO
  A = 104.3	B = 109.8	C = 91.6	D = 93.5	E = 89.2	F = 105.2	G = 90.9	H = 104.6	I = 103.8

48	Cc1ncc(C[n+]2csc(CCOC(=O)C(Cl)Cl)c2C)c(N)n1
  A = 123.3	B = 106.6	C = 114.2	D = 108.6	E = 86.2	F = 114.6	G = 105.9	H = 103.5	I = 93.6

49	Cn1c(=O)c2[nH]c(CCCCCCCCc3nc4ccccc4[nH]3)nc2n(C)c1=O
  A = 99.6&88.0	B = 99.6&87.3	C = 73.6&68.4	D = 56.0&40.9	E = 72.8	F = 94.4&87.6	G = 85.6&99.0	H = 96.1&80.1	I = 66.3&58.1

50	O=C(O)CCc1nc2c(=O)[nH]c(=S)[nH]c2[nH]c1=O
  A = 120.5	B = 108.4	C = 101.7	D = 104.8	E = 101.5	F = 101.5	G = 106.2	H = 106.6	I = 100.4

(continued)
Short keys: A = COLO 205; B = NCI-H322M; C = NCI-H460; D = HCT-116; E = NCI-H522; F = NCI/ADR-RES; G = HT29; H = HCT-15; I = NCI-H226
51	CC[C@@H](C(=O)[C@@H](C)[C@@H](O)[C@H](C)[C@@H]1O[C@@H]([C@@H](CC)C(=O)O)CC[C@@H]1C)C1O[C@]2(C=CC(=O)[C@]3(CC[C@@](C)([C@H]4CC[C@](O)(CC)[C@H](C)O4)O3)O2)[C@H](C)C[C@@H]1C (stereo partly drawn)
  A = 10.1	B = nt	C = 23.8	D = 32.6	E = 24.6	F = 40.0	G = 30.5	H = 23.8	I = 28.3

52	CC(=O)/C=C/c1ccc(O)cc1
  A = 113.0	B = 102.1	C = 104.7	D = 102.0	E = 97.3	F = 105.1	G = 112.9	H = 98.0	I = 87.7

53	NS(=O)(=O)c1ccc(NC(=O)Nc2nnc(-c3ccc(Cl)cc3)s2)cc1
  A = 126.9	B = 100.8	C = 107.8	D = 101.9	E = 95.3	F = 94.7	G = 118.1	H = 108.7	I = 104.4

54	CCOc1cccc(-c2nc3sccn3c2-c2ccnc(S(C)(=O)=O)n2)c1
  A = 99.9	B = 93.1	C = 76.8	D = 92.6	E = 98.9	F = 103.1	G = 99.6	H = 76.8	I = 94.0

55	O=C(NCCNc1nccc(Nc2ccc(S(=O)(=O)Nc3ccccn3)cc2)n1)c1ccco1
  A = 112.8	B = 97.0	C = 103.3	D = 109.0	E = 94.0	F = 108.8	G = 98.3	H = 110.6	I = 96.9
